Source: PubChem BioAssay
ELG1 repair inh = qHTS screen for small molecules that inhibit ELG1-dependent DNA repair in human embryonic kidney (HEK293T) cells expressing luciferase-tagged ELG1 | HEK293T ELG1-luciferase reporter, luminescence, 16 h; DNA damage induced by 5-fluorouridine | Potency, µM (top dose mostly 46.1 µM), without a hit: top-dose activity change, negative = inhibition, hits mostly inhibitors | 330,000 compounds, 2.3% hits | AID 504467, 2011; note: potency is the fitted concentration of half-maximal effect; % is set by controls: 0 for no effect and ±100 for the full control effect; nearly all actives have a fitted effect of over 55% in size
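Overnight (16 hr) co-exposure of 2,000 cells/well to 5-fluorouridine and compound at 37 °C preceded detection. Luciferase was quantified via ONE-Glo luminescence; loss of signal denotes inhibition.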
Integrin act MD = qHTS for Activators of Integrin-Mediated Alleviation for Muscular Dystrophy. 350,000 compounds, 0.064% hits. Potency, µM (top dose mostly 38.3 µM), for inactives: at the top dose activation, hits mostly activators. alpha7betagal myoblasts, beta-gal FDG fluorescence, 48 h;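 note: potency is the fitted concentration of half-maximal effect; 100% = response of the positive control SU9516; nearly all actives have a fitted effect of over 60% in size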
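alpha7betagal+/- myoblasts (passage 13, 250/well) treated 48 h at 37C with compounds at 1:260 dilution of DMSO stock. Lysed, then beta-galactosidase activity read as FDG fluorescence (ex 480/em 540) after 30 min, with pre-read for autofluorescence.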
p53 reactivator = qHTS assay for re-activators of p53 using a Luc reporter; H1299 p53-A138V BP100-luciferase reporter, luminescence, 24 h; Potency, µM (titrated, usually from 92.2 µM), without a hit: top-dose activity change, positive = activation, usual class: activators; 320,000 compounds, 0.063% hits; note: potency is the fitted concentration of half-maximal effect; % of control where 0% means no effect; nearly all actives have a fitted effect of over 45% in size
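p53-null H1299 cells stably carrying temperature-sensitive p53-A138V and a BP100-luciferase reporter were pinned with compounds (4-point, 1:5 series) and held 24 hrs at 37 deg C. Luminescence was read 10 min after detection reagent.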
TCR act = Activators of T cell receptors: qHTS campaign; primary human leukocytes, anti-CD3, IL-2 HTRF, 48 h; Potency, µM (titrated, usually from 9.22 µM), inactives show at the highest dose activation of IL-2 secretion, actives largely listed as activators; 330,000 tested, under 10 active; note: % of control where 0% means no effect
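Primary human leukocytes incubated 48 hr with anti-CD3 beads plus compound, without co-stimulation. Secreted IL-2 measured by HTRF (europium cryptate/d2 anti-IL-2 pair, 320 nm excitation, 665 nm emission).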
BRCA1 expr up = qHTS Assay to Identify Small Molecule Activators of BRCA1 Expression; MCF7-BRCA1-FFLuc reporter, luminescence, 48 h; response scale: scaled: vehicle 0%, 10 µM genistein 100%; Potency, µM (highest dose often 46.1 µM), inactives show at the highest dose activation, actives largely listed as activators; 380,000 compounds, 1.1% hits; AID 624202, 2012; note: potency is the fitted concentration of half-maximal effect; nearly all actives have a fitted effect of over 80% in size; some results filed as inactive show a strong effect at the top dose
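Compounds are tested at multiple concentrations on MCF7 BRCA1-luciferase reporter cells seeded at 2000 per well; after 48 h, a single luminescence end-point is taken and curves fitted to the normalized data.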
B2AR arrestin = qHTS assay of beta-arrestin-biased ligands of beta2-adrenergic receptor; Potency, µM (doses to about 46.1 µM), for inactives: at the top dose activation, actives largely listed as activators; beta-arrestin recruitment to beta2AR, cell-based reporter; Beta-2 adrenergic receptor (Homo sapiens), P07550; 330,000 compounds, 0.02% hits;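 note: potency is the fitted concentration of half-maximal effect; 0% = DMSO controls and full agonism = EC100 isoproterenol or metaproterenol; nearly all actives have a fitted effect of over 65% in size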
CXXC DNA block = qHTS Fluorescence Polarization Assay for Inhibitors of MLL CXXC domain - DNA interaction; 290,000 compounds, 0.037% hits; MLL-CXXC / FITC-HOXA9 DNA fluorescence polarization; Histone-lysine N-methyltransferase 2A (Homo sapiens), Q03164; Potency, µM (series often up to 115 µM), for inactives: top-dose activity change, negative = inhibition, most hits filed as inhibitors; active = well fitted inhibition curve with a large enough effect in the polarisation, with a control signal flat, not every such curve was filed as active; inconclusive = small, poorly fitted or top-dose-only effect, or effect the other way, or a change in a side signal; inactive = no such curve, though single readings can be large or run the other way; the % refers to the polarisation; note: potency is the fitted concentration of half-maximal effect
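Steps: dispense CXXC domain solution (7 uM) → pin compounds or unlabeled HOX-A9 DNA control → 5 min ambient → add FLSN-HOX-A9 solution (50 nM) → spin → 30 min ambient → fluorescence polarization. Tris pH 7.5/NaCl/DTT/BSA buffer.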
TRPV1 agonist = HTS Assay for Compounds that Act as Agonists of the Vanilloid Receptor 1 | Transient receptor potential cation channel subfamily V member 1 (Homo sapiens), Q8NER1 | TRPV1-expressing cells, Fluo-8 calcium influx, agonist mode | activation, % at 8.33 µM | 320,000 compounds, 0.19% hits; in the data active = activation above about 80%; inconclusive = between about 30% and that limit; note: 0% is about no effect
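Fluo-8 calcium influx in TRPV1-expressing cells, kinetic read (ex 480/em 520 nm). Compound added and read 3 min for agonist activity, followed by capsaicin at EC20 final and 2 min further read for enhancement.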
AT treatment = qHTS Assay for Identifying a Potential Treatment of Ataxia-Telangiectasia; […] A-T fibroblasts, KAP-1 phosphorylation AlphaLISA; neocarzinostatin DNA damage 30 min before lysis; Potency, µM (top dose mostly 57.5 µM), for inactives: top-dose activation, most hits filed as activators; 320,000 compounds, 0.19% hits; note: potency is the fitted concentration of half-maximal effect; % of control where 0% means no effect; nearly all actives have a fitted effect of over 45% in size
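ATM-like activity read as KAP-1 phosphorylation via AlphaLISA donor/acceptor antibody pairs after lysis and 6 hr at 25C. Cells were ATM-null patient fibroblasts ([…], hTERT), dosed 60 min, then exposed to the DSB inducer NCS for 30 min.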
TSG101-PTAP inh = qHTS Assay for Iinhibitors of HIV-1 Budding by Blocking the Interaction of PTAP/TSG101 | Tumor susceptibility gene 101 protein (Homo sapiens), Q99816 | Fluorescence polarization, FITC-PTAP peptide / Tsg101 binding | Potency, µM (highest dose often 115 µM), for the others: top-dose activity change, negative = inhibition, usual class: inhibitors | 340,000 tested, under 10 active | AID 493005, 2010; active = well fitted inhibition curve with a large enough effect in the main read-out, with a control signal flat, not every such curve was filed as active; inconclusive = small, poorly fitted or top-dose-only effect, or effect the other way, or a change in a side signal; inactive = no such curve, though single readings can be large or run the other way; note: potency is the fitted concentration of half-maximal effect; % of control where 0% means no effect
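Steps: Tsg101 binding domain dispensed (10 uM final), compounds pinned in DMSO, FITC-labeled PTAP-motif peptide added (50 nM final); after 20 min binding at room temperature, polarization measured.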
Starred values were filed as active, the others as inactive; ? = inconclusive; . = no result given; [ ] = dose if it differs, or a comment. Unless noted, calls come from the whole dose curve; as a rule, active = well fitted curve in the direction sought with a large enough effect; inconclusive = small, poorly fitted or top-dose-only effect, or another doubt; inactive = no such curve, though single readings can be large; an effect the other way counts as inactive or inconclusive. This is a random part of the collection, and some 3.8% of all compounds hit somewhere here.

SMILES	ELG1 repair inh	Integrin act MD	p53 reactivator	TCR act	BRCA1 expr up	B2AR arrestin	CXXC DNA block	TRPV1 agonist	AT treatment	TSG101-PTAP inh
CCN(CC(=O)Nc1ccc(NC(C)=O)cc1)C(=O)c1ccc(N2C(=O)c3ccccc3C2=O)cc1	.	6.0%	.	-9.6%	0.7%	.	.	.	.	-1.9%
Cc1ccc(C)c(OC(=O)c2cccnc2)c1	9.4%	15.4%	9.8%	.	-10.2%	-1.0%	2.6%	-1.1	-0.3%	-5.2%
CCOC(=O)N=S(N)(=O)c1ccccc1 (configuration not stated)	.	-2.0%	.	-8.4%	4.1%	.	1.3%	1.2	.	-3.4%
O=S(=O)(Nc1cccc(-c2ccc(N3CCOCC3)nn2)c1)c1ccc(Cl)c(Cl)c1	?	15.1%	21.5%	3.5%	21.7%	-1.4%	.	14.9	5.1%	-5.4%
NS(=O)(=O)c1ccc(N=NN2CCCCC2)cc1	?	-12.3%	17.9%	-2.0%	10µM*	-0.8%	-17.8%	0.8	6.8%	1.2%
O=C(COc1ccc(Cl)cc1)N1CCN(c2ccc([N+](=O)[O-])c(N3CCOCC3)c2)CC1	?	26.5%	-2.4%	-9.5%[46.1 µM]	-42.7%	-0.7%	-6.3%	0.0	0.6%	-2.7%
Cc1cnc(C(=O)OCC(=O)NC23CC4CC(CC(C4)C2)C3)cn1	4.7%	2.0%	-3.9%	-4.6%	2.6%	0.5%	-7.3%	-1.1	-4.5%	-6.5%
Cc1ccccc1C(=O)c1cccn1CC(=O)NC(C)c1ccc2c(c1)OCCO2 (configuration not stated)	?	-15.9%	-3.8%	-14.8%	-12.6%	-0.5%	15.2%	18.8	3.1%	2.5%
CCN(CC)S(=O)(=O)c1ccc2c(c1)N(CC(=O)NCCN1CCOCC1)C(=O)CO2	10.2%	1.3%	0.7%	-0.2%	-5.8%	0.2%	-0.4%	0.3	4.1%	-5.6%
CCOc1ncccc1C(=O)Nc1ccc(C)c(S(=O)(=O)N2CCCCCC2)c1	20.6µM*	-15.6%	-9.5%	0.2%	-38.9%	0.4%	.	?	4.4%	-5.9%
COc1ccc(C(=O)COC(=O)Cn2nnc3ccccc32)cc1Br	13.1%	-14.7%	-10.1%	-1.2%	-0.6%	-0.6%	16.3%	-0.5	10.6%	-4.6%
O=C(Nc1nc(-c2cc(F)ccc2F)cs1)C1=COCCO1	?	-7.2%	20.0%	-4.3%	57.0%	0.3%	.	25.9	19.2%	-4.1%
Cc1ccc(CCNC(=O)c2ccc(CS(=O)(=O)Cc3ccccc3F)o2)cc1	?	-14.7%[7.66 µM]	1.3%	3.3%	-8.1%	0.0%	-2.6%	?	0.9%	-3.8%
C(=N\N(Cc1ccccc1)c1ccccc1)/c1cccnc1	-6.3%	-31.5%	-5.1%	1.7%	-9.6%	-0.1%	20.2%	27.0	5.2%	-0.1%
CCc1ccc(NC(=O)c2cc(CC(C)C)on2)cc1	?	13.4%	?	-1.4%	?	-0.2%	1.4%	?	5.9%	3.0%
CNCc1c(OCc2ccccc2F)ccc2ccccc12	-15.9%	-67.3%[inhibitor]	-3.4%	-3.5%	-47.8%	-0.1%	?	3.3	-7.3%	0.8%
COc1ccc(-n2ncc3c2CC(C)(C)CC3NC(=O)CCc2c(C)noc2C)cc1 (configuration not stated)	0.0%	-2.0%	7.5%	-1.9%	-27.5%	-0.4%	31.5%	6.8	14.2%	-0.5%
O=C(N/N=C/C=C/c1ccccc1)C(O)c1ccccc1 (configuration not stated)	.	-0.8%	.	5.4%	53.9%	.	.	.	.	-7.5%
Cc1ccc(S(=O)(=O)N2CCC[C@H]2C(=O)OCCN2C(=O)c3ccccc3C2=O)cc1	3.0%	0.2%	-8.9%	-1.4%	1.6%	0.2%	.	1.7	12.7%	-0.8%
CCOC(=O)C1CCCCN1C(=O)c1oc2c(Cl)cc(C)cc2c1C (configuration not stated)	-0.7%	8.7%	1.6%	4.8%	-14.9%	0.1%	-2.4%	15.3	7.1%	1.3%

Compound profiles, from the list above.
Listed for `CCOC(=O)C1CCCCN1C(=O)c1oc2c(Cl)cc(C)cc2c1C` (configuration not stated) → ELG1 repair inh: -0.7%; Integrin act MD: 8.7%; p53 reactivator: 1.6%; TCR act: 4.8%; BRCA1 expr up: -14.9%; B2AR arrestin: 0.1%; CXXC DNA block: -2.4%; TRPV1 agonist: 15.3; AT treatment: 7.1%; TSG101-PTAP inh: 1.3%
Listed for `Cc1ccccc1C(=O)c1cccn1CC(=O)NC(C)c1ccc2c(c1)OCCO2` (configuration not stated) → ELG1 repair inh: ?; Integrin act MD: -15.9%; p53 reactivator: -3.8%; TCR act: -14.8%; BRCA1 expr up: -12.6%; B2AR arrestin: -0.5%; CXXC DNA block: 15.2%; TRPV1 agonist: 18.8; AT treatment: 3.1%; TSG101-PTAP inh: 2.5%

Additional records:
SMILES	ELG1 repair inh	Integrin act MD	p53 reactivator	TCR act	BRCA1 expr up	B2AR arrestin	CXXC DNA block	TRPV1 agonist	AT treatment	TSG101-PTAP inh
CC(=O)N1CCN(C(=O)c2cc3c(s2)CCC(C)C3)CC1 (configuration not stated)	?	-13.9%	12.2%	-1.3%	24.2%	4.7%	.	10.0	-1.5%	-4.4%
Cn1cc(S(=O)(=O)NCC2CCCO2)c(=O)n(C)c1=O (configuration not stated)	-8.8%	10.3%	1.7%	-1.6%	-4.3%	-0.3%	4.0%	-2.6	10.3%	-4.2%
COC(=O)c1c(NC(=O)C(=O)NCCCN2CCOCC2)sc2c1CCC2	6.2%	-17.5%	4.4%	-3.1%	-0.4%	-0.6%	1.5%	0.2	0.7%	-3.4%
CCC1CCCCN1C(=O)CCS(=O)(=O)c1ccc2c(c1)CCN2C(C)=O (configuration not stated)	-1.3%	17.4%	6.3%	8.5%	-0.2%	0.2%	23.2%	-4.0	5.7%	-9.6%
N#CC1=C(SCC(=O)Nc2cccc3cccnc23)NC(=O)C(C#N)C12CCCCC2 (configuration not stated)	?	15.1%	-3.7%	3.0%	-0.1%	0.0%	-16.1%	-1.8	-6.8%	-2.8%
COC(=O)Nc1ccc(C)c2nsnc12	?	4.0%	7.6%	-0.1%	-22.4%	-0.5%	-1.5%	-2.5	1.8%	-2.4%
CCCCc1cc(=O)oc2cc(C)cc(OCC(=O)N3CCC(C(N)=O)CC3)c12	-19.8%	0.3%	2.6%	-4.4%	1.0%	0.2%	-4.8%	-6.8	-9.0%	-4.0%
Cc1ccc(S(=O)(=O)N2CCOCC2)cc1C(=O)Nc1ccncc1	-1.9%	5.6%	-7.3%	.	0.4%	-0.5%	.	-1.9	0.8%	-2.2%
Cc1cccc(N=C2NC(=O)/C(=C/c3cccnc3)S2)c1C	?	?	-4.0%	1.0%	-54.5%	-0.7%	-6.8%	1.4	0.0%	-1.2%
Cc1ccccc1CNC(=O)C(=O)Nc1nccs1	?	17.3%	1.1%	-0.9%	0.0%	0.2%	9.8%	0.0	5.6%	-1.4%
COc1ccc(C(=O)N(CC(=O)NC(C)(C)C)c2ccc3c(c2)OCCO3)cc1OC	?	-4.6%	-1.2%	-5.8%	-15.8%	-0.9%	-6.2%	0.7	2.8%	-9.2%
CCC(=O)Nc1cc(-c2cc3ccccc3oc2=O)ccc1OC	?	?	6.8%	8.1%	?	-0.2%	-0.4%	-1.2	0.3%	-5.1%
O=C(Nc1ccncc1)C1CCN(S(=O)(=O)c2c(Cl)cccc2Cl)CC1	-10.0%	-16.7%	-2.8%	1.3%	-13.5%	0.4%	.	?	-2.7%	-0.6%
CCOc1ccccc1NC(=O)NNC(=O)COc1cccc(C)c1C	6.1%	-29.2%	-5.5%	-1.3%	-13.7%	-0.6%	-1.8%	3.9	2.7%	-4.6%
COc1ccccc1-c1coc2c(CN3CCCCC3C)c(O)ccc2c1=O (configuration not stated)	-16.4%	9.2%	.	-16.4%	0.9%	-2.8%	2.8%	-3.0	0.0%	1.1%
Cc1cc(OCC(=O)N2CCN(c3cccc(Cl)c3)CC2)c2c(C)c(C)c(=O)oc2c1	-3.6%	6.5%	-11.0%	-0.9%	0.6%	-1.1%	7.1%	2.4	1.6%	1.3%
